Compound activity (PubChem BioAssay)
SUMO1 PPI mod: modulators of SUMO1 protein-protein interactions, primary screen, biochemical, uHTS. 0.33% of 360,000 active. SUMO1 binding to a labelled peptide, TR-FRET, 1 h. inhibition, % at 20 µM. AID 602429, 2012; in the data active = inhibition above about 37%
Target sequence (P63165 whole entry, looked up): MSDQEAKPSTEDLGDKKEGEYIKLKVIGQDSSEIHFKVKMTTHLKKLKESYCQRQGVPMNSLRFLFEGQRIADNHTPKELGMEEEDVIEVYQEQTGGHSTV
MsrA inh: bovine MsrA enzyme inhibitors, primary screen, biochemical, absorbance, HTS; inhibition, % at 15.5 µM; AID 651718, 2012; purified bovine MsrA, absorbance read-out; 0.75% of 360,000 active; in the data active = inhibition above about 4.5%;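 note: 0% = vehicle wells with enzyme and 100% = reference inhibitor wells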
LMPTP block: LMPTP phosphatase inhibitors, primary screen, biochemical, fluorescence intensity, uHTS | Low molecular weight phosphotyrosine protein phosphatase (Homo sapiens), P24666 | recombinant LMPTP-A, OMFP fluorogenic substrate | inhibition, % at 20 µM | 0.22% of 360,000 active | AID 651560, 2012;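 active = compounds that cut the enzyme signal by at least half of the control window in the single-dose screen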;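 note: plate controls were DMSO wells with enzyme plus substrate for no effect and substrate without enzyme for full effect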
Target sequence (P24666 whole entry, looked up): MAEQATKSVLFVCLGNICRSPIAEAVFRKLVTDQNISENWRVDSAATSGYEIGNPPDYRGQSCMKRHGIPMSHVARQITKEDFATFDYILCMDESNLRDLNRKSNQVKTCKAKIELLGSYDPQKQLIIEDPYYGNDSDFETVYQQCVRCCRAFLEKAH
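Assay system: LMPTP-A enzyme. Input: 0.625 nM LMPTP-A final. Probe or stimulus: 400 µM OMFP. Compound dosing: single 20 µM dose. Schedule: 50 min dark incubation at room temperature. Detection: fluorescence intensity of OMFP turnover product. Read-out: percent inhibition versus substrate-only and uninhibited controls. Benchmarks: no-enzyme low control, uninhibited high control.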
DNMT1 block: human DNMT1 methyltransferase inhibitors, primary screen, biochemical, molecular beacon, fluorescence, HinP1I cleavage, uHTS; DNA (cytosine-5)-methyltransferase 1 (Homo sapiens), P26358; inhibition (reported as % activation of signal), % at 10 µM; 0.83% of 360,000 active; AID 588458, 2011; in the data active = inhibition above about 50%
Scp1 inh: Scp-1 phosphatase inhibitors, primary screen, biochemical, colorimetric, uHTS; Carboxy-terminal domain RNA polymerase II polypeptide A small phosphatase 1 (Homo …; Recombinant Scp1, phosphopeptide, malachite green phosphate absorbance; inhibition, % at 20 µM; 0.88% of 340,000 active;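 active = inhibition above about 50% at 20 µM, limit read from the data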;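 note: plate controls were DMSO wells with enzyme for no effect and wells lacking enzyme for full effect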
Target sequence (Q9GZU7 76-261 limits assumed): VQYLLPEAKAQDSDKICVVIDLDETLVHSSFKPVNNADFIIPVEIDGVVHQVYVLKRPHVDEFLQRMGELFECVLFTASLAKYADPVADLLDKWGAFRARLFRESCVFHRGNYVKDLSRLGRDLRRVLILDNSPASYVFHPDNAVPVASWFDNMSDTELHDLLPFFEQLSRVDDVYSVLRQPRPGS
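Assay system: SCP-1 catalytic fragment, aa 76-261 | Buffer or medium: Tris acetate buffer pH 5.5 with MgCl2 and Tween-20 | Compound: One concentration, 20 µM, with 1.0% DMSO | Also added: Phospho 17-mer peptide substrate | Signal: Absorbance at 630 nm | Incubation: 45 min enzyme reaction at room temperature | Measure: % inhibition of SCP-1 phosphate liberation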
eLon inh: inhibitors of E. coli Lon protease, primary screen, biochemical, fluorescence polarization | P0A9M0 | purified E. coli Lon protease | inhibition, % at 7.94 µM | 0.42% of 360,000 active; in the data active = inhibition above about 13%, passing the limit was not always enough;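 note: 0% = enzyme with probe and DMSO and 100% = no enzyme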
CendR NRP1 mod: modulators of CendR peptide binding to NRP-1, primary screen, biochemical, fluorescence polarization, uHTS; Neuropilin-1 (Homo sapiens), O14786; FAM-RPARPAR peptide binding to NRP-1; inhibition, % at 25 µM; 0.85% of 360,000 active;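 active = inhibition or corrected inhibition above about 18%, plus a signal ratio from 0.5 to 1.5, limit read from the data, passing the limit was not always enough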; note: strong numbers were not always called active
MsrA act: bovine MsrA enzyme activators, primary screen, biochemical, absorbance, HTS. activation, % at 10.6 µM. 0.3% of 360,000 active. purified bovine MsrA, absorbance read-out; in the data active = activation above about 7.5%;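 note: 0% = vehicle and 100% = reference activator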
Tb MetRS inh: T. brucei MetRS inhibitors, primary screen, biochemical, luminescence; methionyl-tRNA synthetase (Trypanosoma brucei brucei); purified T. brucei MetRS, ATP depletion, Kinase-Glo luminescence; inhibition, % at 11.9 µM; 0.4% of 360,000 active; AID 624268, 2012;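 active = inhibition above a per-plate cutoff of the control wells' mean inhibition plus 3 SD, cut at about 5.5% in these data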;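 note: 0% = DMSO wells median and 100% = median of wells with control inhibitor compound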
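Material – parasite MetRS enzyme · Medium – HEPES-MgCl2-KCl buffer plus DTT, spermine, BSA, pyrophosphatase · Reagent – ATP, methionine and E. coli bulk tRNA substrates · Times – 15 min enzyme-compound preincubation, 2 h reaction, 10 min detection, 25 °C · Measured by – luminescence of leftover ATP · Evaluation – percent inhibition relative to median high and low control wells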
STEP inh: STEP phosphatase inhibitors, primary screen, biochemical, fluorescence intensity, uHTS. Tyrosine-protein phosphatase non-receptor type 5 (Homo sapiens), P54829. recombinant STEP, OMFP fluorogenic substrate. inhibition, % at 20 µM. 0.25% of 360,000 active. AID 588621, 2011;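 active = inhibition at 20 µM, scaled per plate between control wells, above about 37%, limit read from the data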;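 note: 0% = DMSO with enzyme and substrate and 100% = substrate only without enzyme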
Target sequence (P54829 whole entry, looked up): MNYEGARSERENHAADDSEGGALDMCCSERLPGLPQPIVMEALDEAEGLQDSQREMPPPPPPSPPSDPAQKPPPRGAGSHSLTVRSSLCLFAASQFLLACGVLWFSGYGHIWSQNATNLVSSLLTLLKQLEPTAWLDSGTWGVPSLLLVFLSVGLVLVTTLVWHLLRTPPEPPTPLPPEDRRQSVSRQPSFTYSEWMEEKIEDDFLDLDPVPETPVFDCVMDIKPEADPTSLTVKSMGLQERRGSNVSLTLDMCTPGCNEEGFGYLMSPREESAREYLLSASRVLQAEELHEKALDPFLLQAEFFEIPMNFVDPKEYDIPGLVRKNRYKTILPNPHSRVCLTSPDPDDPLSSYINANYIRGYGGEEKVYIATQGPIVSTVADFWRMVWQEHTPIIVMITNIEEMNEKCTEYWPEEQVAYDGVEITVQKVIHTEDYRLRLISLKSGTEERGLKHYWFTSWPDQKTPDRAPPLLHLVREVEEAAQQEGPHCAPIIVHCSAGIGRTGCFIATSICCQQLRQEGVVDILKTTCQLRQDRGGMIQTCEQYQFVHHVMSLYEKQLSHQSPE
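Assay system: isolated STEP enzyme / Timing: 20 min at room temperature, dark / Doses: 20 µM, 1% DMSO / Technique: fluorescence intensity, excitation 480 nm, emission 540 nm / Reagent: fluorogenic phosphatase substrate OMFP at 25 µM final / Measure: percent inhibition scaled to no-enzyme and uninhibited-enzyme controls, plate-pattern corrected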
Numbers without * were called inactive.

The first two records, to show the layout:
CCCCCC1CC(=O)N(Cc2ccc(Cl)cc2)C(=O)N1 (stereo unspecified) was read as SUMO1 PPI mod 1, MsrA inh 0.3, LMPTP block 0.2, DNMT1 block -2, Scp1 inh -3, eLon inh -20, CendR NRP1 mod -7, MsrA act -3, Tb MetRS inh -0.5 and STEP inh -2.
Screening COc1ccc(-c2cc(C(=O)Nc3cnn(Cc4ccccc4C)c3)no2)cc1OC returned SUMO1 PPI mod -5, LMPTP block -0.5, DNMT1 block 26, Scp1 inh 1, eLon inh 4, CendR NRP1 mod 0, MsrA act -3, Tb MetRS inh -0.2 and STEP inh -2.

The listing, previewed entries included:
CCCCCC1CC(=O)N(Cc2ccc(Cl)cc2)C(=O)N1 (stereo unspecified) was read as SUMO1 PPI mod 1, MsrA inh 0.3, LMPTP block 0.2, DNMT1 block -2, Scp1 inh -3, eLon inh -20, CendR NRP1 mod -7, MsrA act -3, Tb MetRS inh -0.5 and STEP inh -2.
Screening COc1ccc(-c2cc(C(=O)Nc3cnn(Cc4ccccc4C)c3)no2)cc1OC returned SUMO1 PPI mod -5, LMPTP block -0.5, DNMT1 block 26, Scp1 inh 1, eLon inh 4, CendR NRP1 mod 0, MsrA act -3, Tb MetRS inh -0.2 and STEP inh -2.
Cc1cccc(N=Cc2cc3c(cc2[N+](=O)[O-])OCO3)c1 was read as SUMO1 PPI mod -10, MsrA inh 0.4, LMPTP block 1.8, DNMT1 block -32, Scp1 inh 2, eLon inh -10, CendR NRP1 mod 7, MsrA act -1, Tb MetRS inh 0.2 and STEP inh -1.
Screening CCn1c(COc2ccccc2)nnc1SCC(=O)Nc1ccc2c(c1)OCCO2 returned SUMO1 PPI mod -4, MsrA inh 0.3, LMPTP block 1.4, DNMT1 block -1, Scp1 inh 3, eLon inh -1, CendR NRP1 mod -6, MsrA act 0, Tb MetRS inh -0.1 and STEP inh -1.
Screening Cc1nn(C)c(C)c1CN(C)C(=O)c1nn2c(c1Br)NC(c1cccs1)CC2C(F)(F)F (stereo unspecified) returned SUMO1 PPI mod 0, MsrA inh 0.2, LMPTP block -0.4, DNMT1 block -2, Scp1 inh -4, eLon inh -16, CendR NRP1 mod -19, MsrA act 4, Tb MetRS inh -0.6 and STEP inh -1.
Screening CC(C)Nc1nc(NCCOc2ccccc2Cl)c2sccc2n1 returned SUMO1 PPI mod -8, MsrA inh -1.1, LMPTP block 33, DNMT1 block 9, eLon inh 6, CendR NRP1 mod 3, MsrA act 0, Tb MetRS inh -0.1 and STEP inh 4.
For CCOc1ccc(Nc2nc(N3CCOCC3)nc(N3CCOCC3)n2)cc1 the results were SUMO1 PPI mod -1, MsrA inh -0.3, LMPTP block -1.1, DNMT1 block -1, Scp1 inh 1, eLon inh 4, CendR NRP1 mod 7, MsrA act -6, Tb MetRS inh -1.4 and STEP inh 0.
For CCC(C)(C(=O)NC1CCCCC1)N(Cc1cccs1)C(=O)c1ccccn1 (stereo unspecified) the results were SUMO1 PPI mod -2, MsrA inh 0.7, LMPTP block -2.0, DNMT1 block 1, Scp1 inh -4, eLon inh 3, CendR NRP1 mod -4, MsrA act 0, Tb MetRS inh 0.0 and STEP inh 1.
`COc1ccc(Oc2ccc(NC(=O)c3ccccc3C)cc2)cc1` gave SUMO1 PPI mod 1, MsrA inh 0.1, LMPTP block 2.7, DNMT1 block 1, Scp1 inh -13, eLon inh -2, CendR NRP1 mod -2, MsrA act 5, Tb MetRS inh -0.6 and STEP inh -1.
`CC(C)C[C@H](NC(=O)Nc1cccc(Cl)c1)C(=O)O` gave SUMO1 PPI mod 3, MsrA inh -0.1, LMPTP block -2.2, DNMT1 block 1, Scp1 inh -3, eLon inh -9, CendR NRP1 mod 1, MsrA act -5, Tb MetRS inh -0.9 and STEP inh 2.

Ordered by heavy-atom count (high to low): part of the list above.
For CCOc1ccc(Nc2nc(N3CCOCC3)nc(N3CCOCC3)n2)cc1 the results were SUMO1 PPI mod -1, MsrA inh -0.3, LMPTP block -1.1, DNMT1 block -1, Scp1 inh 1, eLon inh 4, CendR NRP1 mod 7, MsrA act -6, Tb MetRS inh -1.4 and STEP inh 0.
CCCCCC1CC(=O)N(Cc2ccc(Cl)cc2)C(=O)N1 (stereo unspecified) was read as SUMO1 PPI mod 1, MsrA inh 0.3, LMPTP block 0.2, DNMT1 block -2, Scp1 inh -3, eLon inh -20, CendR NRP1 mod -7, MsrA act -3, Tb MetRS inh -0.5 and STEP inh -2.
`CC(C)C[C@H](NC(=O)Nc1cccc(Cl)c1)C(=O)O` gave SUMO1 PPI mod 3, MsrA inh -0.1, LMPTP block -2.2, DNMT1 block 1, Scp1 inh -3, eLon inh -9, CendR NRP1 mod 1, MsrA act -5, Tb MetRS inh -0.9 and STEP inh 2.

Next section:
Screening CCOc1ccc(N(Cc2cc3ccc(C)cc3[nH]c2=O)S(=O)(=O)c2ccccc2)cc1 returned SUMO1 PPI mod -4, MsrA inh 1.1, LMPTP block 1.7, DNMT1 block -11, Scp1 inh 0, eLon inh 2, CendR NRP1 mod 9, MsrA act -6, Tb MetRS inh -0.8 and STEP inh -2.
For CN(C)S(=O)(=O)c1ccc(Cl)c(NC(=O)CSc2nc3c(cc2C#N)C(=O)CCC3)c1 the results were SUMO1 PPI mod 1, MsrA inh 0.9, LMPTP block 0.8, DNMT1 block -1, Scp1 inh -14, eLon inh -14, CendR NRP1 mod 6, MsrA act -5, Tb MetRS inh -1.3 and STEP inh -4.
Cc1ccc(C)c(N(CC(=O)NCc2ccco2)C(=O)CCC(=O)Nc2nccs2)c1 was read as SUMO1 PPI mod -1, MsrA inh 0.0, LMPTP block -0.4, DNMT1 block 3, Scp1 inh 2, eLon inh 7, CendR NRP1 mod 5, MsrA act -1, Tb MetRS inh -0.2 and STEP inh 0.
For N#Cc1nc(-c2ccc(OCc3ccccc3)cc2)oc1N1CCOCC1 the results were SUMO1 PPI mod 17, MsrA inh 1.6, LMPTP block 0.7, DNMT1 block -6, Scp1 inh -10, eLon inh 3, CendR NRP1 mod 12, MsrA act -3, Tb MetRS inh -0.1 and STEP inh 2.
Screening COc1ccc(-c2cc(C(=O)OCC(=O)N(C)C)c3ccccc3n2)cc1 returned SUMO1 PPI mod -24, MsrA inh 1.4, LMPTP block -0.2, DNMT1 block -3, Scp1 inh -4, eLon inh -12, CendR NRP1 mod -4, MsrA act -10, Tb MetRS inh -0.5 and STEP inh -14.
`Cc1nn(C)c(Cl)c1/C=N/OC(=O)c1ccc(F)cc1` gave SUMO1 PPI mod -5, MsrA inh -1.8, LMPTP block -0.7, DNMT1 block 6, Scp1 inh -3, eLon inh -4, CendR NRP1 mod -4, MsrA act 1, Tb MetRS inh -0.2 and STEP inh 4.
CCOC(=O)COc1cc2c(C(=O)OCC)c(C)oc2cc1Br was read as SUMO1 PPI mod -1, MsrA inh -1.0, LMPTP block 1.3, DNMT1 block 2, Scp1 inh -7, eLon inh -6, CendR NRP1 mod -6, MsrA act 0, Tb MetRS inh -0.6 and STEP inh 1.
CCCc1cnc(N2CCN(C(=O)c3ccc(OC)cc3)CC2)nc1 was read as SUMO1 PPI mod 1, LMPTP block 0.5, DNMT1 block 1, Scp1 inh -15, eLon inh -3, CendR NRP1 mod -1, MsrA act 0, Tb MetRS inh -0.2 and STEP inh -1.
Screening Cc1onc(-c2ccccc2)c1C(=O)OCC(=O)Nc1ccc(OC(F)(F)F)cc1 returned SUMO1 PPI mod 4, MsrA inh -1.5, LMPTP block 5.1, DNMT1 block -23, Scp1 inh -7, eLon inh -9, CendR NRP1 mod 11, MsrA act 1, Tb MetRS inh -0.2 and STEP inh -2.
`O=C(Cn1cc2c(n1)CCCCC2)NCCN1CCOCC1` gave SUMO1 PPI mod 0, MsrA inh -1.1, LMPTP block -0.6, DNMT1 block 0, Scp1 inh -8, eLon inh -8, CendR NRP1 mod -5, MsrA act -1, Tb MetRS inh 0.1 and STEP inh 0.
`O=C(O)CC1SC(=Nc2cccc(O)c2)NC1=O` (stereo unspecified) gave SUMO1 PPI mod 2, MsrA inh 0.4, LMPTP block -0.5, DNMT1 block 4, Scp1 inh -4, eLon inh -6, CendR NRP1 mod -6, MsrA act -1, Tb MetRS inh -0.6 and STEP inh 2.
For CCCn1c(=O)[nH]c(=O)c2c1nc(-c1ccccc1OC(F)F)n2CCOC the results were SUMO1 PPI mod 0, MsrA inh -0.3, LMPTP block -1.2, DNMT1 block 3, Scp1 inh -5, eLon inh 2, CendR NRP1 mod 5, MsrA act -8, Tb MetRS inh -0.6 and STEP inh -3.
Screening CC(C)N(Cc1cc2ccccc2[nH]c1=O)C(=O)C1CCCCC1 returned SUMO1 PPI mod 2, MsrA inh 1.6, LMPTP block -0.8, DNMT1 block 2, Scp1 inh -3, eLon inh -1, CendR NRP1 mod 6, MsrA act -7, Tb MetRS inh -0.8 and STEP inh 0.
`O=C1c2ccccc2-c2nc3ncnn3c(-c3ccccc3Cl)c21` gave SUMO1 PPI mod -24, MsrA inh 0.2, LMPTP block -0.3, DNMT1 block 4, Scp1 inh -7, eLon inh 1, CendR NRP1 mod -22, MsrA act -4, Tb MetRS inh 0.5 and STEP inh 0.
`COc1ccccc1COC(=O)N/C=C/c1ccco1` gave SUMO1 PPI mod 1, MsrA inh -0.8, LMPTP block 1.7, DNMT1 block -9, Scp1 inh -2, eLon inh -8, CendR NRP1 mod -70, MsrA act -8, Tb MetRS inh -0.6 and STEP inh 0.
`O=C1C=CC(O)(c2cc(=O)c3c(O)cc(O)cc3o2)C=C1` gave SUMO1 PPI mod 2, MsrA inh 2.7, LMPTP block -1.5, DNMT1 block 7, Scp1 inh -6, eLon inh 3, CendR NRP1 mod -2, MsrA act -8, Tb MetRS inh -0.2 and STEP inh 1.
